# Fh CTSL1 inh = Fasciola hepatica cathepsin L1 inhibitors, primary screen, counter-screen for PFM18AAP inhibitor project, biochemical, QFRET, fluorogenic peptide substrate | AID 1906, 2009 | 300,000 compounds, 0.49% hits | inhibition, % at 5.96 µM | recombinant F. hepatica cathepsin L1, Z-Leu-Arg-MCA fluorescence;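 active = inhibition above the mean of all tested compounds plus 3 SD, set per screening campaign, cut at about 17% in these data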;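 note: 0% = plate median of test compound wells and 100% = 1 µM Z-Phe-Ala-diazomethylketone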
# core dimer inh = inhibitors of HCV core protein dimerization, primary screen, biochemical, TR-FRET, high-throughput | TR-FRET GST/Flag-core106 dimerization, 1536-well | 300,000 compounds, 0.33% hits | inhibition, % at 5 µM;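 active = inhibition above the mean of all tested compounds plus 3 SD, set per screening campaign, cut at about 45% in these data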
#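 Assay system – GST-tagged and Flag-tagged HCV core protein residues 1-106 · Quantity – core106 proteins, GST 13.5 nM and Flag 17 nM · Benchmarks – unlabelled core106 and no-GST-core106 wells · Read-out basis – percent inhibition of core106 dimerization signal · Detection – time-resolved FRET, ex 340 nm, em 617 and 671 nm · Schedule – 4 h at 22.5 °C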
# ZTA DNA inh = counter-screen for EBNA-1 inhibitors: inhibitors of Epstein-Barr virus ZTA. P03206. ZTA-DNA binding, fluorescence polarization. inhibition, % at 11 µM. 320,000 compounds, 0.15% hits; in the data active = inhibition above about 33%
# Target sequence (P03206 whole entry, looked up): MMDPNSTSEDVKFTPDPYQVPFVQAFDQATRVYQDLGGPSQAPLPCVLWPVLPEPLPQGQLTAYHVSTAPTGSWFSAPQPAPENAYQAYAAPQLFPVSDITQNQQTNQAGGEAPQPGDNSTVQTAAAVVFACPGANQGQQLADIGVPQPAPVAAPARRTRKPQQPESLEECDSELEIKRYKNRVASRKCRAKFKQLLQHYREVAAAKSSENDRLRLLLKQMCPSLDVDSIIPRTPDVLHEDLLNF
# TPT1 inhibitor = Candida albicans TPT1 enzyme inhibitors, primary screen, biochemical, fluorescence polarization; tRNA 2'-phosphotransferase TPT1 (Candida albicans SC5314); recombinant caTPT1, FP RNA substrate dephosphorylation; inhibition, % at 5 µM; 300,000 compounds, 0.81% hits;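 active = inhibition above the mean of all tested compounds plus 3 SD, set per screening campaign, cut at about 24% in these data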;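 note: plate controls were DMSO alone for no effect and ferristatin control at 100 nM for full effect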
# PREPL inhibitor = PREPL enzyme inhibitors, primary screen, biochemical, fluorescence polarization; recombinant PREPL, fluorescence polarization activity-based probe; AID 2751, 2010; 320,000 compounds, 0.68% hits; inhibition, % at 5.96 µM; in the data active = inhibition above about 43%;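 note: 0% = enzyme with DMSO and 100% = wells lacking enzyme; many of its hits are not listed in these tables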
# Target sequence (Q4J6C6 whole entry, looked up): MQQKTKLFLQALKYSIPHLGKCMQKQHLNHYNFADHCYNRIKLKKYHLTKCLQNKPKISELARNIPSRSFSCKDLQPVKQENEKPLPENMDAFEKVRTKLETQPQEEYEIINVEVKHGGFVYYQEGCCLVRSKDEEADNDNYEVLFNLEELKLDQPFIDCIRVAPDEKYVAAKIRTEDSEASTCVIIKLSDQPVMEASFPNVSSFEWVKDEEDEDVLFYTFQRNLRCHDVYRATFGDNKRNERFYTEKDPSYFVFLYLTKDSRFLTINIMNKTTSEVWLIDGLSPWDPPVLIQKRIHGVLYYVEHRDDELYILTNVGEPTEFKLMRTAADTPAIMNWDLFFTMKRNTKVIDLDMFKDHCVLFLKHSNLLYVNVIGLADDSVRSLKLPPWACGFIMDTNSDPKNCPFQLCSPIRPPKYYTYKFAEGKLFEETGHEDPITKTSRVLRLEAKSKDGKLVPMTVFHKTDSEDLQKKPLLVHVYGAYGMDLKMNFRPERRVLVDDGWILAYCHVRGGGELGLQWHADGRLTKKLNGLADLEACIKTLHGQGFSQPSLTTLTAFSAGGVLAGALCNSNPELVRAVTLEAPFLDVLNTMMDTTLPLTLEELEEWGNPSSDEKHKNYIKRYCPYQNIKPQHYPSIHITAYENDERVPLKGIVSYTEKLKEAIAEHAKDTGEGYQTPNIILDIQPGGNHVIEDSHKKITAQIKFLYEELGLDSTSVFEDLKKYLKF
# PP5 primary = PP5 phosphatase inhibitors, primary screen, biochemical, fluorescence. Serine/threonine-protein phosphatase 5 (Homo sapiens), P53041. purified PP5c, OMFP substrate fluorescence. inhibition, % at 6.7 µM. 320,000 compounds, 0.18% hits. AID 1987, 2009;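 active = inhibition above the campaign's mean inhibition across all tested compounds plus 3 SD, cut at about 9.5% in these data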;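 note: 0% = DMSO only and 100% = 100 µM cantharidin control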
# Efflux pump inh = inhibitors of Candida efflux pumps in yeast, primary screen, S. cerevisiae, Nile Red, multiplex; AID 485275, 2010; inhibition, % at 10 µM; 330,000 compounds, 0.44% hits; S. cerevisiae Candida pump triplex;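 active = plate passing quality check with inhibition over a set limit, or well fluorescence over plate mean plus 4 SD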;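 note: Nile Red retained in pooled yeast measured as flow cytometry median fluorescence; 0% = buffer negative control and 100% = Enniatin B positive control; higher means more Nile Red kept so more efflux inhibition; some compounds called inactive have numbers as strong as hits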
# PP1 counter = PP1-alpha phosphatase inhibitors, primary screen, counter-screen for PP5 inhibitor project, biochemical, fluorescence, OMFP substrate, single point; purified PP1alpha; inhibition, % at 6.7 µM; 320,000 compounds, 0.9% hits; AID 2235, 2010;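 active = inhibition above the mean inhibition of all tested compounds plus 3 SD, computed separately for each screening campaign, cut at about 15% in these data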
# EBNA-1 inhibitor = EBNA-1 DNA-binding inhibitors, primary screen, biochemical, fluorescence polarization. inhibition, % at 14.8 µM. 300,000 compounds, 0.34% hits; in the data active = inhibition above about 28%
# An asterisk follows results filed as active; / = no result given. Some of the compounds tested, so the mix of outcomes need not match the whole.
# Each structure is followed by: PP1 counter	core dimer inh	EBNA-1 inhibitor	PP5 primary	PREPL inhibitor	ZTA DNA inh	TPT1 inhibitor	Efflux pump inh	Fh CTSL1 inh
1. CC(C)(C)OC(=O)N1CCC(c2c(C(=O)N3CCN(C(=O)c4ccco4)CC3)cnn2-c2cccc(Cl)c2)CC1
→ 3	0	-15	1.4	9	-27	-3	0.0	0
2. COc1cccc(/C=N/NC(=O)c2ccccc2N(Cc2ccccc2)S(=O)(=O)c2ccccc2)c1OC
→ 1	29	-14	6.8	5	-13	4	0.2	0
3. Cc1nn(-c2ccccn2)c2nc(-c3cccs3)cc(C(=O)N3CCOCC3)c12
→ 1	0	-12	1.6	1	0	2	0.4	3
4. COc1ccc(/C=N/NC(=O)CC(=O)NCc2cccnc2)c(OC)c1
→ 1	1	-4	2.8	-5	1	-2	-0.1	3
5. COC(=O)c1sc(NC(=O)Cc2cccs2)nc1C
→ -3	-3	-8	0.0	-5	11	1	0.2	2
6. COc1cc(/C=N/NC(=O)c2cccnc2)ccc1OC(=O)c1ccco1
→ -4	-1	4	-2.2	31	-12	-4	-0.1	1
7. Cn1ncc2nc[nH]c(=O)c21
→ -1	-7	-5	2.8	8	14	-3	-0.1	0
8. CCOc1ccc(N(CC(=O)Nc2ccc(Br)cc2)S(C)(=O)=O)cc1
→ 4	-7	7	2.9	-36	5	-2	-0.1	0
9. CCOC(=O)CCc1c(C)n(CC)c2ncnn2c1=O
→ -6	-3	5	0.0	9	14	-3	0.0	3
10. COC(=O)C1=NN[C@H](C(=O)OC(C)(C)C)[C@H]1c1ccccc1
→ -5	1	10	-0.5	8	20	-2	0.2	0
11. CCCC(=O)NNc1cc(=O)c2c(=O)n(C)c(=O)n(C)c2[nH]1
→ 0	-6	-6	0.2	-1	11	-1	-0.1	-1
12. O=C(Nc1ccc2c(c1)OCO2)Nc1cnccn1
→ -4	-2	-2	3.5	-2	13	4	0.1	-1
13. C[C@H]1CN=C(N(C)C)N1CCCC1CCCCC1
→ 1	2	9	1.0	2	13	-5	-0.1	-2
14. CN1CC(c2ccccc2)Oc2ccccc2C1=S (stereo not given)
→ 2	-1	3	1.0	1	1	-4	-0.1	2
15. CCOC(=O)c1ccc(N/C(=N/S(=O)(=O)c2ccccc2)c2ccccc2)cc1
→ 1	-3	1	4.3	-4	-10	-3	0.2	-4
16. O=C(O)CSCc1ccc(C(=O)O)o1
→ 7	-1	-3	1.2	7	-8	-1	0.0	5
17. Brc1cnc(N2CCCC2)nc1N1CCOCC1
→ -7	1	-5	0.4	6	-2	-2	-0.1	-5
18. CCOC(=O)Cn1nc(C)n(-c2ccc(C)cc2)c1=O
→ -1	-4	14	1.4	5	-2	-2	0.0	0
19. CN(C)CCNc1oc(COc2ccc(Cl)cc2)nc1C#N
→ 2	-8	7	3.1	16	2	2	0.0	-3
20. O=C(Nc1c(Cl)cccc1Cl)c1ccc(-c2ccccc2)cc1
→ -1	-12	5	1.4	0	-5	0	-0.1	2

# Each structure is followed by: PP1 counter	core dimer inh	EBNA-1 inhibitor	PP5 primary	PREPL inhibitor	ZTA DNA inh	TPT1 inhibitor	Efflux pump inh	Fh CTSL1 inh
21. COc1ccccc1CN1CC(C(=O)NCC2CCCO2)CC1=O (stereo not given)
→ 0	-4	-15	3.9	13	-13	0	0.2	-3
22. CCC(C)(C)c1ccc(Oc2ccc(NC(=O)COC(=O)C3=COCCO3)cc2)cc1
→ 0	6	6	2.2	-9	11	0	0.1	2
23. COCCOCC(O)CN1CCN(c2ccc(C)cc2)CC1 (stereo not given)
→ -3	4	3	0.6	1	12	-1	0.0	0
24. C=CCn1c(-c2csc(-c3ccc(OC)c(OC)c3)n2)n[nH]c1=S
→ 8	10	2	-2.7	8	-19	1	-0.1	4
25. CCc1ccc(OC(=O)c2ccn(CC)n2)cc1
→ -1	1	-4	1.8	21	-1	-1	0.2	0
26. CC(=O)NN1C(=O)/C(=C/c2ccc(C(C)C)cc2)SC1=S
→ -1	-10	-4	1.8	19	-4	-3	-0.1	2
27. CC(=O)Nc1ccc(-n2c(=O)c3ccccc3c3ccccc3c2=O)cc1
→ 3	2	-3	-1.9	-2	14	0	0.0	5
28. CC(C)Cn1c(N)c(C(=O)COC(=O)C2CC(=O)N(Cc3ccccc3Cl)C2)c(=O)n(C)c1=O (stereo not given)
→ 0	1	-3	2.4	3	-10	2	0.2	-9
29. O=C1CC(c2cccs2)CC(O)=C1C=NCCN1CCNCC1 (stereo not given)
→ 0	-17	-2	0.8	11	-6	0	0.0	0
30. Cc1nc2ccc(NC(=O)c3ccc(Cl)nc3)cc2s1
→ 0	0	-9	-2.0	-4	-4	1	0.0	-3
31. Cn1cc(-c2cccc(Cl)c2)cc(C#N)c1=O
→ -4	-3	-3	-1.4	-16	9	-3	-0.2	-2
32. COC(=O)c1ccccc1N=Nc1c(C)[nH][nH]c1=O
→ 0	-5	3	-0.6	2	8	-4	-0.2	1
33. CCNC(=O)CCc1nc(-c2ccc(C)cc2)no1
→ -2	0	4	-1.3	0	-6	0	0.0	-2
34. COc1ccc(N2C(=O)C(CC(N)=O)N(NC(=O)c3cccc(OC)c3)C2=S)cc1 (stereo not given)
→ -2	0	-21	1.0	-1	-12	-3	-0.2	1
35. Cc1ccc(CN(C)CC(=O)Nc2cccc([N+](=O)[O-])c2)o1
→ 2	10	4	3.6	6	7	1	-0.1	1
36. Cc1[nH]c2ccccc2c1NC(=O)CN1CCN(c2cccc(C(F)(F)F)c2)CC1
→ 5	1	-7	3.4	32	7	0	0.6	1
37. Cc1ccccc1SCc1noc(C(=O)NCC2CCCO2)c1C(=O)O (stereo not given)
→ -1	-1	0	0.0	-4	1	-4	/	2
38. CCc1c(C)c(C#N)c2nc3ccccc3n2c1N(C)C
→ -2	0	6	-1.1	4	-3	2	-0.1	1
39. Cn1cc(CN2CCC(CO)(CCCc3ccccc3)CC2)c(-c2ccccc2)n1
→ 0	-4	-5	1.5	12	8	0	-0.1	0
40. O=C(NNC(=O)C1CCN(c2ncccn2)CC1)c1ccncc1
→ -3	-3	1	-1.2	-6	19	-1	0.2	-1

# Sorted by molar mass (high to low): some entries from above.
# Each structure is followed by: PP1 counter	core dimer inh	EBNA-1 inhibitor	PP5 primary	PREPL inhibitor	ZTA DNA inh	TPT1 inhibitor	Efflux pump inh	Fh CTSL1 inh
28. CC(C)Cn1c(N)c(C(=O)COC(=O)C2CC(=O)N(Cc3ccccc3Cl)C2)c(=O)n(C)c1=O (stereo not given)
→ 0	1	-3	2.4	3	-10	2	0.2	-9
34. COc1ccc(N2C(=O)C(CC(N)=O)N(NC(=O)c3cccc(OC)c3)C2=S)cc1 (stereo not given)
→ -2	0	-21	1.0	-1	-12	-3	-0.2	1
22. CCC(C)(C)c1ccc(Oc2ccc(NC(=O)COC(=O)C3=COCCO3)cc2)cc1
→ 0	6	6	2.2	-9	11	0	0.1	2
39. Cn1cc(CN2CCC(CO)(CCCc3ccccc3)CC2)c(-c2ccccc2)n1
→ 0	-4	-5	1.5	12	8	0	-0.1	0
37. Cc1ccccc1SCc1noc(C(=O)NCC2CCCO2)c1C(=O)O (stereo not given)
→ -1	-1	0	0.0	-4	1	-4	/	2
27. CC(=O)Nc1ccc(-n2c(=O)c3ccccc3c3ccccc3c2=O)cc1
→ 3	2	-3	-1.9	-2	14	0	0.0	5
29. O=C1CC(c2cccs2)CC(O)=C1C=NCCN1CCNCC1 (stereo not given)
→ 0	-17	-2	0.8	11	-6	0	0.0	0
21. COc1ccccc1CN1CC(C(=O)NCC2CCCO2)CC1=O (stereo not given)
→ 0	-4	-15	3.9	13	-13	0	0.2	-3
26. CC(=O)NN1C(=O)/C(=C/c2ccc(C(C)C)cc2)SC1=S
→ -1	-10	-4	1.8	19	-4	-3	-0.1	2
23. COCCOCC(O)CN1CCN(c2ccc(C)cc2)CC1 (stereo not given)
→ -3	4	3	0.6	1	12	-1	0.0	0
33. CCNC(=O)CCc1nc(-c2ccc(C)cc2)no1
→ -2	0	4	-1.3	0	-6	0	0.0	-2
31. Cn1cc(-c2cccc(Cl)c2)cc(C#N)c1=O
→ -4	-3	-3	-1.4	-16	9	-3	-0.2	-2

# The results go on.
# Each structure is followed by: PP1 counter	core dimer inh	EBNA-1 inhibitor	PP5 primary	PREPL inhibitor	ZTA DNA inh	TPT1 inhibitor	Efflux pump inh	Fh CTSL1 inh
41. CO/N=C/C(=N\Nc1ccc(OC)cc1)C(=O)c1ccc(OC)cc1
→ -5	0	-16	4.4	-2	3	-3	0.1	2
42. O=C(CCCn1c(=S)[nH]c2cc3c(cc2c1=O)OCO3)N1CCc2ccccc2C1
→ 0	4	22	-0.1	-2	-5	-3	0.4	-1
43. O=C(CSc1nnc2c(Cl)cc(Cl)cn12)N1CCOCC1
→ 0	-5	-5	-1.1	-2	-11	0	-0.1	2
44. CC1=CC(c2ccccc2)n2nc(NS(=O)(=O)c3ccc(C)cc3)nc2N1 (stereo not given)
→ -3	4	0	-0.8	-1	11	-1	0.0	3
45. N#Cc1ccc(C23CC4(C2)[C@H](CN(CC2CCCCC2)[C@@H]4c2ccccc2)C3c2ccccc2)cc1 (stereo not given in full)
→ -3	6	9	-1.7	-25	11	1	0.0	-1
46. COc1cccc(CNC(=O)CN2C(=O)COc3ccc(S(=O)(=O)N4CCCC4)cc32)c1
→ -4	-3	-7	-1.6	-2	1	-3	0.0	1
47. NC(=O)C1(N2CCCCC2)CCN(C(=O)NC2CCCCC2)CC1
→ 1	0	3	1.2	-2	16	-2	0.1	-1
48. Nc1cc(C(=O)c2ccccc2)ccc1N1CCOCC1
→ -3	-1	0	-0.1	8	-13	-5	-0.1	2
49. COc1ccc(Cn2c(=S)[nH]c3ccsc3c2=O)cc1
→ 1	-15	3	2.4	0	18	1	1.1	-2
50. CC1CCCN(C(=O)COc2ccc3c(c2)OCO3)C1 (stereo not given)
→ -5	-17	1	3.7	13	2	0	0.3	-2
51. O=c1c2ccccc2ncn1Cc1cccc2ccccc12
→ 0	4	-4	1.3	-5	9	0	-0.6	-1
52. COc1ccc(-c2c(C#N)c(N)nc3c2c(=O)n(C)c(=O)n3C)cc1Cl
→ -4	-4	0	0.3	13	5	-3	-0.2	8
53. CN1CCN(C(=O)c2cn(-c3ccccc3)nc2-c2cccs2)CC1
→ -5	-9	4	3.0	-7	-1	0	0.0	1
54. CCOC(=O)c1ccccc1Cc1nc2ccccc2c(=O)[nH]1
→ 10	-11	-1	-2.8	10	-11	-4	-0.4	2
55. COC(=O)c1cc(S(=O)(=O)Nc2ccsc2C(=O)OC)oc1C
→ -3	-2	5	1.0	26	3	2	0.2	-5
56. CS(=O)(=O)c1ccccc1-c1nc(-c2ccc([N+](=O)[O-])cc2)no1
→ -4	-2	2	1.2	12	0	0	0.0	-3
57. Cc1ccccc1OCC(=O)N/N=C/c1cn(C)c2ccccc12
→ 0	0	5	1.6	10	2	-3	-0.1	2
58. C=C(C)C(=O)Nc1cccc(C2=NOC3(C2)C[C@@H](C(N)=O)N(C(=O)c2cc([N+](=O)[O-])cc([N+](=O)[O-])c2C)C3)c1 (stereo not given in full)
→ -3	-46	6	2.5	4	-24	1	0.2	-4
59. CCn1cc(S(=O)(=O)CC(=O)Nc2ccc(OC)cc2)c2ccccc21
→ 0	0	5	0.5	-2	3	-1	-0.1	-1
60. CCS(=O)(=O)N1CCCC(C(=O)N2CCc3ccccc3C2)C1 (stereo not given)
→ -1	-1	10	-0.5	9	3	1	0.0	-1

# Screening results deposited in PubChem BioAssay by several laboratories.
